# Growth percent in the NCI-60 one-dose screen (48 h, 10 µM unless noted): 100 = growth as untreated, 0 = no growth, -100 = all killed.
# A549/ATCC – A549/ATCC NSCLC. 81,000 tested, 3.7% active. AID 1794740
# UACC-257 – UACC-257 melanoma; 78,000 tested, 4.4% active
# M14 – M14 melanoma | 80,000 tested, 6.2% active
# HOP-92 – HOP-92 NSCLC cells. 71,000 tested, 6.3% active
# SK-MEL-28 – SK-MEL-28 melanoma | 81,000 tested, 4.1% active
# UACC-62 – UACC-62 melanoma; AID 1794756; 81,000 tested, 5.4% active
# EKVX – EKVX NSCLC; AID 1794765; 71,000 tested, 3% active
# SK-MEL-5 – SK-MEL-5 melanoma; AID 1794755; 80,000 tested, 6.4% active
# An asterisk follows results filed as active; x = not tested or not shown; & = joins results of further samples; [ ] = another dose, or the depositor's remark. The calls were made as follows: active = growth percent below 10; inactive = the rest. Outcome played no part in choosing rows; any-hit rate near 9.8%.
compound | A549/ATCC | UACC-257 | M14 | HOP-92 | SK-MEL-28 | UACC-62 | EKVX | SK-MEL-5
COc1ccccc1C(=O)Nc1cccc(-c2cc(=O)c3c(O)c(OC)c(OC)cc3o2)c1 | 78 | 68 | 101 | 95 | 102 | 70 | 105 | 87
COc1cc(-c2noc(-c3cccnc3)n2)cc(OC)c1OC | 99 | 104 | 101 | 80 | 98 | 91 | 95 | 98
O=C(Nc1cc(F)cc2cccnc12)c1cnc(N2CCNCC2)cn1 | 88 | 88 | 86 | 49 | 97 | 101 | 83 | 91
COc1ccc(Nc2nccc(Nc3ccc4[nH]ncc4c3)n2)cc1 | 24 | 46 | 33 | -1.1* | 66 | 39 | 51 | 1.8*
O=C(Nc1nnc(-c2ccccc2)s1)c1ccccc1 | 99 | 100 | 118 | x | 104 | 97 | x | 97
NC(=O)OCC(N)C(=O)O (stereo not drawn) | 103 | 113 | 114 | 89 | 108 | 99 | 124 | 111
Cc1cc(O)c(C(C)C)cc1NC(=O)Nc1ccc(Cl)cc1 | 80 | 98 | 84 | 91 | 93 | 68 | 89 | 83
OCCNCc1cccc(-c2ccccc2)c1O | 92 | 98 | 102 | 90 | 125 | 106 | 113 | 97
CCCCCCCCCCCCNC(=O)[C@H]1CSC(c2cccs2)N1 (stereo partly drawn) | 96 | 97 | 84 | 88 | 82 | 88 | 113 | 100
COc1cc(C=C2C(=O)NC(=O)NC2=O)cc(CN2CCCCC2)c1O | 109 | 107 | 110 | 109 | 112 | 96 | 103 | 107
CCCCCCCCCCCCCCCC[N+](C)(C)CCCNS(=O)(=O)c1ccc(C(C)(C)C)cc1 | 100 | 103 | x | 89 | 104 | 81 | 101 | 96
CC1=C2[C@H]3OC(=O)[C@@H](C)[C@@H]3CC[C@@]2(C)C=C/C1=N\O | 111 | 114 | 104 | x | 123 | 101 | 103 | 107
C=C1C2CC[C@@]3(CC[C@@H]4[C@@]5(C)CCC[C@@]4(C=[N+](CCO)C5)[C@@H]3C2)[C@@H]1O | 101 | 105 | 109 | 122 | 99 | 97 | 107 | 101
CC(=O)Nc1c(OC(C)=O)ccc2cc(Br)ccc12 | 83 | 86 | 98 | 70 | 108 | 99 | 106 | 106
CC(C)(C)NCC(O)c1cc(O)cc(O)c1 (stereo not drawn) | 100 | 98 | 101 | x | 113 | x | 99 | 105
CCCCn1c(=O)c(/C=C/c2cc(/C=C/c3cc4cc(OC)ccc4n(CCCC)c3=O)n(-c3ccccc3)n2)cc2cc(OC)ccc21 | 94 | 95 | 95 | x | 115 | 84 | 94 | 103
COc1cc(C2=NN(c3ccc(Cl)cc3)C(c3cccc(Nc4ccnc5cc(C(F)(F)F)ccc45)c3)C2)cc(OC)c1OC (stereo not drawn) | 80 | 94 | 86 | 75 | 102 | 81 | 77 | 90
COc1ccc(-c2cc3c(OC)c(OC)c(OC)cc3oc2=O)cc1 | 48 | 82 | 29 | 31 | 67 | 40 | 64 | 14
NCCNc1nc2ccccc2c2c(=O)c3cc(F)cc(Cl)c3sc12 | -73* | 103 | -77* | 41 | -90* | 45 | -68* | 85
S=c1[nH]nc(CSc2ncnc3c2c(-c2ccccc2)c(-c2ccccc2)n3-c2cccc(Cl)c2)o1 | 97 | 110 | 100 | 99 | 114 | 84 | 83 | 102
COC(=O)c1ccc(CSc2nnc(-c3c(C)nc4ccc(Cl)cn34)o2)cc1 | 94 | 103 | 106 | 88 | 108 | 88 | 91 | 96
COc1cc(-c2nc(-c3ccccc3)c(-c3ccccc3)[nH]2)cc(OC)c1O | -31* | 6.3* | -19* | 38 | -4.1* | -61* | x | -8.8*
O=C(NNc1ccc([N+](=O)[O-])cn1)OCCOCCOC(=O)NNc1ccc([N+](=O)[O-])cn1 | 86 | 105 | 105 | 114 | 105 | 101 | 97 | 116
CC(=O)Nc1ccc(C(=O)CCC(=O)O)cc1 | 74 | 77 | 93 | 96 | 98 | 102 | 98 | 99
COc1ccc(OC)c(-c2nc(SCC(=O)c3ccc(Cl)cc3)[nH]c(=O)c2C#N)c1 | 103 | 99 | 105 | 97 | 98 | 98 | 103 | 102
Cc1nn(-c2ccc(Cl)cc2)c2nc3c(nc12)C(=O)C(=O)c1ccccc1-3 | 18 | 69 | 76 | x | 67 | 73 | 64 | 44
CCCn1c(=O)sc2cc3ccccc3nc21 | 108 | 112 | 123 | 75 | 104 | 91 | 89 | 84
Oc1ccccc1N=Cc1ccc2c(c1)OCO2 | 94 | 94 | 96 | x | 117 | 94 | 98 | 94
COc1ccc(C2=Nn3c(nnc3-c3ccc(CN)cc3)SC2)cc1 | 106 | 103 | 104 | 92 | 104 | 105 | x | 104
NC(=O)N/N=C/c1ccc([N+](=O)[O-])o1 | 117&105&100 | 95&102&96 | 104&93 | 65&106&73 | 116&107&104 | 100&95&100 | 85&96&83 | 110&97&93

# In another format: 4 of the compounds above
canonical_smiles: O=C(NNc1ccc([N+](=O)[O-])cn1)OCCOCCOC(=O)NNc1ccc([N+](=O)[O-])cn1
  A549/ATCC: 86 | UACC-257: 105 | M14: 105 | HOP-92: 114 | SK-MEL-28: 105 | UACC-62: 101 | EKVX: 97 | SK-MEL-5: 116

canonical_smiles: CC(=O)Nc1ccc(C(=O)CCC(=O)O)cc1
  A549/ATCC: 74 | UACC-257: 77 | M14: 93 | HOP-92: 96 | SK-MEL-28: 98 | UACC-62: 102 | EKVX: 98 | SK-MEL-5: 99

canonical_smiles: COc1ccc(OC)c(-c2nc(SCC(=O)c3ccc(Cl)cc3)[nH]c(=O)c2C#N)c1
  A549/ATCC: 103 | UACC-257: 99 | M14: 105 | HOP-92: 97 | SK-MEL-28: 98 | UACC-62: 98 | EKVX: 103 | SK-MEL-5: 102

canonical_smiles: Cc1nn(-c2ccc(Cl)cc2)c2nc3c(nc12)C(=O)C(=O)c1ccccc1-3
  A549/ATCC: 18 | UACC-257: 69 | M14: 76 | HOP-92: x | SK-MEL-28: 67 | UACC-62: 73 | EKVX: 64 | SK-MEL-5: 44

# New compounds follow.
# Results follow in this order: A549/ATCC, UACC-257, M14, HOP-92, SK-MEL-28, UACC-62, EKVX, SK-MEL-5
- CCN(CC)CCCNCCCNc1cc(OC)cc2cccnc12
    92, 107, 102, x, 99, x, 81, 92
- COc1ccc(C(=O)/C=C/c2ccc(/C=C/c3cc(OC)c(OC)c(OC)c3)cc2)cc1
    36, 72, 67, 52, 85, 54, x, 62
- Nc1ncnc2c1NC(c1ccc3c(c1)OCO3)CC(c1ccc([N+](=O)[O-])cc1)N2 (stereo not drawn)
    100, 98, 103, 113, 112, 93, 77, 99
- O=C1C=CC(=Nc2cc(Br)c(O)c(Br)c2)C(Br)=C1
    105, 103, 100, 75, 104, 89, 99, 102
- COc1cc(C(=O)c2cc(C)c3[nH]c4ccc(C)cc4c3c2C)cc(OC)c1OC
    21, 69, 24, 29, 57, 63, 44, -42*
- Cc1ccc(Nc2cc(Cl)c([N+](=O)[O-])cc2[N+](=O)[O-])cc1
    77, 74, 35, x, 71, 49, 102, 54
- COc1cc(/C=N/Nc2ncnc3c2c(C)nn3C)ccc1O
    102, 106, 102, 76, 94, 92, 94, 100
- COc1ccc(C2CC(c3ccc(Nc4nc(NCCO)nc(NCCO)n4)cc3)=NN2C(C)=O)cc1 (stereo not drawn)
    80, 88, 98, 116, 104, 113, 98, 96
- CSc1ncc(-c2ccccc2)cn1
    98, 100, x, 89, 97, 92, 103, 97
- O=C(Cc1csc2[n+]1C(=O)/C(=C/c1cccc([N+](=O)[O-])c1)S2)Nc1ccccc1
    81, 83, 90, 50, 100, 79, 90, 86
- CC(=C(c1ccc(OCCN(C)C)cc1)c1ccc(OCCN(C)C)cc1)c1ccccc1
    94, 97, 112, 90, 100, 101, 104, 96
- N=C(N)c1ccc(OCCCCCCCCCCOc2ccc(C(=N)N)cc2)cc1
    -85*, -70*, -86*, -86*, -94*, -97*, -84*, -96*
- Nc1nc2c(nc(N)n2[C@@H]2O[C@H](CO)[C@@H](O)[C@H]2O)c(=O)[nH]1
    101, 102, 105, 101, 102, 97, 101, 101
- CCCCCCC(=O)c1cccnc1
    107, 112, 103, 102, 112, 105, 112, 98
- Nc1ncnc2c1N=C(c1ccc3c(c1)OCO3)CC(c1ccc([N+](=O)[O-])cc1)N2 (stereo not drawn)
    59, 78, 92, 42, 110, 65, 87, 70
- CC(=O)c1cc(-c2ccccc2N)n(-c2ccc3c(c2)OCO3)c1C
    20, 77, 10, 39, 52, 25, 51, 2.5*
- CCCCNc1nc(NN2C(=O)c3cccc4cccc(c34)C2=O)nc(N2CCOCC2)n1
    102, 103, 94, 99, 109, 89, 83, 90
- CCCCCCCCCCCCCCC(=O)c1ccccc1
    104, 111, 108, 99, 99, 107, 120, 115
- CCN1C(=S)N(c2ccccc2)C2NC(=S)N(/N=C/C=C/c3ccccc3OC)C21 (stereo not drawn)
    11, 43, 3.4*, 54, 48, 26, 48, 14
- CSCCC(NC(=O)c1ccccc1)C(=O)N/N=C1\SCC(=O)N1C (stereo not drawn)
    117, 100, 116, 101, 112, 96, 102, 109
- C[C@H](O[C@@H]1CC(=O)n2c3ccccc3c3c4c(c5c6ccccc6n1c5c32)C(=O)NC4=O)C(=O)O
    70, 85, 35, x, 90, 59, 74, 68
- CN(C)CCC(c1ccc(Cl)cc1)c1ccccn1 (stereo not drawn)
    106, 113, 101, 91, 111, 109, 98, 105
- Nc1ccc(C(=O)Nc2ccc(S(=O)(=O)O)cc2)cc1
    94, 103, 104, 82, 108, 108, 102, 102
- CCOc1c2ccc(Cl)cc2nc2ccc(OC)cc12
    87, 96, 109, 69, 108, 82, 67, 80
- CN1C(=S)N(C)C2NC(N3CCOCC3)=NC21 (stereo not drawn)
    95, 93, 108, 93, 121, 98, 100, 101
- CCOC(=O)c1csc(NC(=S)Nc2ccc(Cl)cc2)n1
    87, 88, 97, 93, 99, 89, 76, 100
- CC(=O)Oc1ccc(Cl)cc1CN(C(C)=O)C1CCCCC1
    106, 81, 109, 83, 106, 87, x, 101
- CCCCOP(=O)(OCCCC)C(C(=O)OCC)C(CC(=O)OCC)C(=O)OCC (stereo not drawn)
    103, x, 114, 48, 104, 105, x, 109
- N#Cc1n[nH]n2c1nc(=O)c1cnn(-c3ccccc3)c12
    110, 114, 118, 107, 118, 101, 101, 101
- COc1ccc(N2CCN(c3nc(-c4ccccc4)c(C#N)c(=O)[nH]3)CC2)cc1
    104, 109, 97, 92, 110, 95, x, 96
- CC1=Nc2ccccc2C(=O)OC2(C)c3c(C)nn(-c4ccccc4)c3N(C)C(=O)c3ccccc3N12 (stereo not drawn)
    99, 105, 109, x, 103, 100, x, 105
- c1ccc(-c2cn(Cc3nc(-c4ccccc4)no3)nn2)cc1
    102, 101, 105, 88, 104, 95, 100, 100
- CCOC(=O)c1c(O)cc(-c2ccc(Cl)cc2)cc1-c1sc(N(C)Cc2ccccc2)nc1Cl
    104, 97, 93, 93, 103, 79, 103, 98
- COCCCNCC(=O)Nc1c(C)cccc1C
    97, 106, 114, 103, 122, 110, 104, 106
- COc1cccc(-c2nc3occn3c2-c2ccnc(NCCNS(=O)(=O)c3ccccc3)n2)c1
    80, 111, 93, 109, 111, 74, 102, 83
- CCCCCCn1cc(COC(=O)[C@]2(C)CCC[C@]3(C)[C@H]4C[C@H]5C(C(C)C)=C[C@]4(CC[C@H]32)[C@@H]2C(=O)OC(=O)[C@@H]25)nn1
    78, 76, 98, 93, 109, 93, 97, 99
- COc1cc(C(=O)OC(C)CN2CCOCC2)cc(OC)c1OC (stereo not drawn)
    99, 92, 97, 100, 140, 96, 87, 104
- Cc1cc(C)nc(SC2=C(Nc3cccc(Cl)c3)C(=O)N(Cc3ccccc3)C2=O)n1
    26[30 µM], 72[30 µM], 75[30 µM], -7.5*[30 µM], 93[30 µM], 61[30 µM], 56[30 µM], 50[30 µM]
- C=CCc1c(OCCN(C)C)ccc2ccccc12
    109, 95, 108, 57, 107, 105, 91, 90
- c1ccc(CN2CCCNCC2)cc1
    94, 94, 100, 91, 107, 102, 95, 96

# 4 compounds from above, limited to EKVX and SK-MEL-28.
smiles | EKVX | SK-MEL-28
CN1C(=S)N(C)C2NC(N3CCOCC3)=NC21 (stereo not drawn) | 100 | 121
CCOC(=O)c1csc(NC(=S)Nc2ccc(Cl)cc2)n1 | 76 | 99
CC(=O)Oc1ccc(Cl)cc1CN(C(C)=O)C1CCCCC1 | x | 106
CCCCOP(=O)(OCCCC)C(C(=O)OCC)C(CC(=O)OCC)C(=O)OCC (stereo not drawn) | x | 104

# Further entries:
# Results follow in this order: A549/ATCC, UACC-257, M14, HOP-92, SK-MEL-28, UACC-62, EKVX, SK-MEL-5
- Clc1nc(OCc2cn(Cc3ccccc3)nn2)nc(N2CCOCC2)n1
    101, 96, 93, 110, 106, 93, 96, 95
- COc1cc(-c2nc(SCCC(C)C)nc(Nc3ccc(C(=O)O)cc3)c2C#N)cc(OC)c1OC
    86, 100, x, 93, 90, 84, 91, 77
- Fc1ccc(/C=C/c2cc(/C=C/c3ccc(F)cc3)n(-c3cc(F)cc(F)c3)n2)cc1
    91, 106, 88, 83, 101, 86, 92, 100
- N#CC1C(=O)NC(=S)NC1c1ccccc1 (stereo not drawn)
    91, 99, 108, 99, 103, 106, x, 102
